Compound activity (PubChem BioAssay)
PolyA inh: blocks polyadenylation in yeast reporter cells | S. cerevisiae SKY197-pL101 polyadenylation reporter, beta-gal luminescence; efflux-impaired pdr1/pdr3 knockout yeast; score 100 = 6 SD above DMSO | calls only at 12 µM | hit rate 0.02% among 300,000;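 active means lowest replicate activity score at least 50, where 100 means six control SD above control mean; inconclusive means lowest score under 50 but half or more replicates reach 50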;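 further: yeast exposed to compound for 9 h at 30 °C; higher score means more reporter readthrough which indicates perturbed polyadenylation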
HSF1 activator: increases HSF-1 driven luciferase reporter signal. NIH3T3-HGL HSF-1 luciferase reporter, MG132, 8 h; 100% = twice DMSO control signal. activation, % at 9 µM. hit rate 1.7% among 300,000. AID 504408;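 active means mean replicate activation of at least 50% with a set share of replicates each reaching 50%; inconclusive means only one of those two conditions met; inactive means mean below 50% and too few replicates reaching it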;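 further: 0% = median of the neutral control wells and 100% = twice that signal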
AI-2 QS mod: modulators of Vibrio harveyi AI-2 quorum sensing system. Vibrio harveyi JMH597 AI-2 luminescence/OD600 ratio, 9 h; stronger effect = lower value; strain lacks LuxN and CqsS sensors; 0 = neutral-control median. activity change, % at 7.5 µM. hit rate 0.4% among 300,000. AID 2094; in the data active means activity change below about -75%, passing the limit was not always enough; inconclusive means no clear call, values can overlap the other calls;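 further: luminescence divided by OD600 gain over 9 h not by final OD600 alone; inactives centre near 13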
HDAC3 inhib: human HDAC3 inhibition; recombinant HDAC3, fluorogenic peptide/trypsin coupled, fluorescence; inhibition, % at 8.3 µM; hit rate 0.15% among 320,000; AID 2718; in the data active means inhibition above about 26%, passing the limit was not always enough; inconclusive means no clear call, values can overlap the other calls
Target sequence (O15379 whole entry, looked up): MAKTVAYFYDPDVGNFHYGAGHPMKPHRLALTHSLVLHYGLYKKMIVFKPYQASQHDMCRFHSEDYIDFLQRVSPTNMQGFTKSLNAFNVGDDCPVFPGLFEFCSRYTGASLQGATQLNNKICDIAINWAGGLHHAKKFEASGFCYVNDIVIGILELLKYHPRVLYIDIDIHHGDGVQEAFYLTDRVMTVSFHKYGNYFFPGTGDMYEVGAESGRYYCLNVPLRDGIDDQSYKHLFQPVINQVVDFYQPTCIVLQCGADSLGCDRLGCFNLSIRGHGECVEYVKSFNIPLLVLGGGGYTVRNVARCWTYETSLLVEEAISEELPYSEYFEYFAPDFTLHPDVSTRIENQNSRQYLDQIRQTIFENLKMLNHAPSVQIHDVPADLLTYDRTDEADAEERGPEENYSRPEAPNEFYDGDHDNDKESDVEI
GSK3 alpha inh: inhibitors of human GSK-3 alpha kinase. AID 2650. ADP-Glo luminescence, 60 min. P49840. inhibition, % at 10 µM. hit rate 0.1% among 320,000;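 in the data active means inhibition above about 50%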;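 further: GST-tagged GSK-3 alpha with peptide substrate and 25 µM ATP; 0% = DMSO neutral wells and 100% = GW8510 positive control wells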
Platelet DG rel: modulates dense granule release in human platelets | inhibition, %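 (compounds screened at 7.5 µM in platelet-rich plasma)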 | hit rate 0.22% among 300,000 | human platelet-rich plasma, SFLLRN dense granule ATP release, luminescence;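 active means mean replicate score, as percent of positive control, at or above 50; inconclusive means mean below 50 but at least one replicate at or above 50; inactive means mean and every replicate below 50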
GSK3B inh: blocks human GSK3beta kinase activity; activity score (negative = inhibition), % at 10 µM; GST-GSK3beta kinase, ADP-Glo luminescence, 60 min; stronger effect = lower value; hit rate 0.038% among 300,000;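 active means more than half of replicate wells score below -50%, meaning over 50% inhibition versus plate controls; inconclusive means some replicates but at most half score below -50%; inactive means no replicate scores below -50%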;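 further: 0% = median DMSO wells and -100% = median GW8510 positive control wells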
Target sequence (P49841 whole entry, looked up): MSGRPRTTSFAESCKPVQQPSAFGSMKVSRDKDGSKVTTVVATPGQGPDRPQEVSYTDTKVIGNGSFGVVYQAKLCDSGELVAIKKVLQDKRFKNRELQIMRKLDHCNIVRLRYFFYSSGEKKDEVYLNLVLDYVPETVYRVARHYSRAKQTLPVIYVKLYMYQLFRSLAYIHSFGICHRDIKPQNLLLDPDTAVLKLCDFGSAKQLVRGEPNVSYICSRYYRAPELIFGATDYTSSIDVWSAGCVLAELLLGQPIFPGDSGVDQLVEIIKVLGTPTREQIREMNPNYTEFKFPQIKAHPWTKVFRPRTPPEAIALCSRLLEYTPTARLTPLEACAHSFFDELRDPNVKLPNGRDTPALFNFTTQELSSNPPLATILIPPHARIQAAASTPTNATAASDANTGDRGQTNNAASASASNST
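Assay system: GST-fused GSK3beta enzyme, cell-free / Medium: Tris pH 7.5 buffer with MgCl2, DTT, BSA, heparin / Also added: peptide substrate plus 25 µM ATP (final) / Compound: 10 µM single point / Timing: kinase reaction with compound 60 min at room temperature / Detection: ADP-Glo luminescence / Benchmarks: DMSO neutral wells and GW8510 at 20 µM as positive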
HSP90 refold inh: blocks HSP90-mediated luciferase refolding in reticulocyte lysate | AID 1789 | Rabbit reticulocyte lysate, luciferase refolding luminescence, 3 h | inhibition, % at 5.6 µM | hit rate 0.91% among 290,000;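 active means inhibition above the screen-wide mean plus 3 SD, computed separately per campaign, cut at about 16% in these data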;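 further: 0% = DMSO wells and 100% = 60 µM geldanamycin wells; inhibitors lower the luminescence because luciferase stays unfolded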
DYRK1A inh: inhibitors of rat Dyrk1A kinase; Q63470; ADP-Glo luminescence, NFATc1 peptide; hit rate 0.43% among 310,000; inhibition, % at 12.5 µM; in the data active means inhibition above about 50%;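 further: plate controls were vehicle with enzyme for no effect and no enzyme for full effect; many of its hits are not listed in these tables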
HSF1 inh: HSF1 inhibition; NIH3T3-HGL HSE-luciferase, MG132-induced, luminescence 8 h; stronger effect = lower value; activity change, negative = inhibition, % at 7.5 µM (by protocol); hit rate 0.77% among 300,000; AID 2098;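 active means more than half of replicate wells show activity change below -50%, luminescence cut by over half; inconclusive means some wells, but at most half, below -50%; inactive means no replicate well below -50%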;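 further: luciferase reports HSF-1 transcriptional activity via heat shock element; 0% = median of DMSO wells and -100% = zero luminescence signal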
* hit, by the source's call; i = inactive; ? = inconclusive; . = not tested or not shown.

SMILES	PolyA inh	HSF1 activator	AI-2 QS mod	HDAC3 inhib	GSK3 alpha inh	Platelet DG rel	GSK3B inh	HSP90 refold inh	DYRK1A inh	HSF1 inh
COCCn1c(SCC(=O)NCCc2ccccc2)nnc1-c1ccco1	i	55*	11	3	-3	4	-3	-2	-4	27
Cc1cccn2c(=O)c(/C=N/O)c(NCc3ccccc3)nc12	i	0	12	6	-3	-7	1	3	-1	-7
O=C(c1ccc(NC(=S)Nc2ccc(Cl)c(Cl)c2)cc1)N1CCCC1	i	5	21	1	3	21	-1	0	2	4
COc1ccc(NC(=S)N(Cc2cccnc2)Cc2cc3cc(OC)c(OC)cc3[nH]c2=O)cc1	i	1	3	-5	-1	-5	1	-2	-3	-4
COC(=O)c1c(C)nc(C)c(C(=O)OC)c1-c1ccc(OC)cc1	i	.	3	0	-5	.	0	-1	.	.
CC1CCCCN1C(=O)CCC(=O)Nc1nnc(C(F)(F)F)s1 (centres undefined)	i	4	13	2	-2	5	3	2	-2	-5
O=C(COC(=O)c1ccccc1Cl)Nc1nccs1	i	30	20	-1	-4	-26	2	0	1	-2
C=CCn1c(COc2ccccc2F)nnc1SCC(=O)Nc1cc(C)on1	i	28	10	-1	-1	6	1	0	-1	0
Cc1nc(C)c(C(=O)Nc2ccc(C)c(F)c2)o1	i	-6	-2	-6	-1	9	2	6	6	-1
COc1ccccc1C(=O)NCCCNC(=O)c1cnccn1	i	-12	16	1	1	-3	-1	-1	0	-3
CCOC(=O)C1=C(c2ccccc2)OC(N)=C(C#N)C1c1ccco1 (centres undefined)	.	24	18	7	-1	7	0	-1	4	4
CCOC(=O)C(=O)NC12CC3CC(CC(C3)C1)C2	i	.	18	3	-3	-9	-1	6	-7	.
CCN1CCCC(NC(=O)c2scc3c2CCCC3)C1 (centres undefined)	i	1	11	1	1	8	0	6	-1	0
COc1ccc(C2(C(=O)NCc3ccco3)CCCC2)cc1OC	i	7	-3	5	.	2	-2	-1	-8	5
COC(=O)c1ccc(NC(=S)N2CCN(Cc3ccccc3Cl)CC2)cc1	i	-8	3	2	1	4	2	3	-3	-8
Cc1cc(NC(=O)c2cc(-c3cccc(Cl)c3)on2)no1	i	20	13	0	.	4	-3	2	-1	1
Cc1ccc(NC(=O)CSc2nnc(Cc3ccccc3)o2)c(C)c1	i	-2	-4	-4	-3	11	1	1	4	-3
O=C(Nc1ccc2c(c1)OCO2)N1CCN(C(=O)C2CCCO2)CC1 (centres undefined)	i	-8	8	3	4	-7	2	0	-3	-3
Cc1ccc(C(=O)NCc2ccncc2)cc1S(=O)(=O)N1CCCCC1	i	-4	25	10	2	-5	0	0	3	-3
CCCNS(=O)(=O)c1ccc(N2CCCC2=O)c([N+](=O)[O-])c1	i	26	26	2	1	0	-5	-3	-7	-1
NC(=O)c1c(NC(=S)Nc2ccc(F)cc2)sc2c1CCCC2	i	5	2	-5	-1	2	0	1	2	-2
CC1CCc2nc3ccc(S(=O)(=O)N4CCC(C(=O)NC(C)c5ccccc5)CC4)cc3c(C(=O)O)c2C1 (centres undefined)	i	3	17	1	-4	12	4	-4	-2	-1
COc1ccc(NC(=O)C(NC(=O)c2ccccc2)C(C)C)cc1 (centres undefined)	i	3	22	-3	0	1	2	-2	5	-3
CN(C(=O)CCN1C(=O)c2ccccc2C1=O)c1ccccc1	i	22	11	-4	-1	8	2	2	7	-3
O=C(NCCN=C1NS(=O)(=O)c2ccccc21)c1ccco1	i	-13	4	5	-1	3	-1	0	5	3
CCn1cc(/C=N\NC(=O)c2ccccc2Cl)cn1	i	-4	9	9	-3	10	0	-5	1	-16
CC(=O)Nc1cccc(OCC(=O)NS(=O)(=O)c2ccc(C)cc2)c1	i	-1	13	-2	-11	1	3	3	4	-10
COc1cc(C(=O)OCc2cc3ccccc3[nH]c2=O)cc(OC)c1OC	i	-3	-2	-4	-2	-1	7	-2	-5	-5
COc1ccc(C(CNC(=O)C(C)(C)Oc2ccc(Cl)cc2)N2CCCCC2)cc1 (centres undefined)	i	-3	10	2	-1	5	-2	1	.	-5
CSc1nc(-c2ccco2)nn1C(=O)c1ccc(C)cc1	i	14	8	?	0	9	0	-5	0	0
CCc1ccc(/C=C2\Oc3c(ccc(O)c3CN3CCN(C)CC3)C2=O)cc1	i	3	2	8	8	3	-5	9	.	7
Cc1nc2ccc(S(=O)(=O)NCC(=O)NCCN3CCCCC3C)cc2s1 (centres undefined)	i	-3	29	-2	4	-1	-2	0	3	-3
O=C1CCc2cc(NS(=O)(=O)c3ccc(Cl)cc3)cc3c2N1CC3	i	19	15	-3	15	-1	1	.	.	11
O=C(NC1CCCc2ccccc21)c1cccc(S(=O)(=O)N2CCN(c3ccccc3)CC2)c1 (centres undefined)	i	-6	1	2	6	-6	-6	11	0	0
Cn1cc(CCC(=O)NC2CC2)c2ccccc21	i	9	23	-5	1	2	1	-5	.	6
CCC(=O)c1coc2ccc(O)cc12	i	-15	5	1	0	8	0	4	33	0
Cc1ccccc1NC(C)C(=O)N/N=C/c1c[nH]c2ccccc12 (centres undefined)	i	49	-5	1	-3	-3	-2	1	2	11
COc1cc(CC(=O)OCC(=O)Nc2ccc(N3CCOCC3)cc2)cc(OC)c1OC	i	3	22	-2	-2	0	-3	-5	.	-7
CC(OC(=O)c1cc(O)c2ccccc2c1O)C(=O)Nc1ccc(C(N)=O)cc1 (centres undefined)	i	16	19	1	2	3	-1	.	27	-2
Nc1nc(COc2ccccc2)cs1	i	5	6	0	1	10	0	5	0	-6
O=C(Nc1cccc(C(F)(F)F)c1)c1cccnc1NCCO	i	3	30	12	-7	-6	-1	-4	7	2
CC(NC(=O)Nc1ccc([N+](=O)[O-])cc1)C(c1ccccc1)N1CCOCC1 (centres undefined)	i	34	8	0	2	-6	-4	0	-6	5
CC(=O)Nc1ccc(NC(=O)COC(=O)c2ccccc2SCC(=O)N2CCCC2)cc1	i	-2	8	-3	-2	2	1	.	3	0
N#Cc1ccccc1Cn1cc(/C=C/[N+](=O)[O-])c2ccccc21	i	27	31	1	1	3	-5	7	-2	14
CSc1ccccc1C(=O)N(C)Cc1ccccc1	i	-32	11	1	-3	1	4	1	3	-17

Compound profiles, from the list above.
Profile of `Cc1nc(C)c(C(=O)Nc2ccc(C)c(F)c2)o1` : PolyA inh: i; HSF1 activator: -6; AI-2 QS mod: -2; HDAC3 inhib: -6; GSK3 alpha inh: -1; Platelet DG rel: 9; GSK3B inh: 2; HSP90 refold inh: 6; DYRK1A inh: 6; HSF1 inh: -1
Profile of `Cc1ccc(C(=O)NCc2ccncc2)cc1S(=O)(=O)N1CCCCC1` : PolyA inh: i; HSF1 activator: -4; AI-2 QS mod: 25; HDAC3 inhib: 10; GSK3 alpha inh: 2; Platelet DG rel: -5; GSK3B inh: 0; HSP90 refold inh: 0; DYRK1A inh: 3; HSF1 inh: -3

Next compounds follow:
SMILES	PolyA inh	HSF1 activator	AI-2 QS mod	HDAC3 inhib	GSK3 alpha inh	Platelet DG rel	GSK3B inh	HSP90 refold inh	DYRK1A inh	HSF1 inh
NS(=O)(=O)c1ccc(CCNC(=O)COC(=O)Cc2c(F)cccc2Cl)cc1	i	-5	19	0	5	11	-2	-4	2	-3
CCOC(CNC(=O)c1ccc2c(c1)ncn2-c1cccc(F)c1)OCC	i	3	7	1	-1	0	-1	-2	-4	2
CCOC(CCn1c(SCC(=O)NC2CCCC2)nc2ccccc2c1=O)OCC	i	7	16	-1	-2	1	2	-2	-5	4
CCOc1ccc(C2C(C(=O)c3ccco3)=C(O)C(=O)N2CCN2CCOCC2)cc1OCC (centres undefined)	i	12	-2	0	1	4	7	3	-1	2
CN(C)N1C(=O)CC(N2CCCCC2)C1=O (centres undefined)	i	-10	29	-4	-2	2	-4	3	-3	-1
O=C(Nc1nnc(COc2ccc(F)cc2)s1)Nc1ccccc1F	i	33	.	-2	0	7	-3	0	.	3
CCCNS(=O)(=O)c1ccc(CCC(=O)N2CCC(C)CC2)cc1	i	6	11	-3	1	5	-5	-3	0	1
CCCc1c(C)c2c(C)[nH]nc2oc1=O	i	6	32	1	3	0	-1	1	-5	0
COc1ccc(-c2noc(N3CCC(C(=O)Nc4ccc(F)cc4F)CC3)n2)cc1	i	-23	13	.	-1	7	-1	-3	10	-14
Cc1cccc(-n2c(=O)[nH]c3c(C(N)=O)nc(-c4ccccc4Cl)nc32)c1	i	11	21	1	3	3	2	-7	7	0
CC(=O)N1CCN(CC(=O)NC(=O)Nc2ccc3c(c2)OCCO3)CC1	i	-4	7	6	3	-3	0	.	.	-2
O=C(COC(=O)c1cccnc1)Nc1cccc(Cl)c1	i	2	?	2	-2	-2	2	-1	-6	-11
CC(=O)OC1CC2(C)/C(=N\O)CCC2C2CCc3cc(O)ccc3C12 (centres undefined)	i	2	12	-1	0	3	-3	3	-3	-4
Cc1cc(C)cc(NC(=O)CCN2CC(C)OC(C)C2)c1 (centres undefined)	i	.	10	1	1	4	1	0	.	.
CCOc1ccc(N(CC(=O)Nc2ccc(F)c(F)c2)S(=O)(=O)c2c(C)noc2C)cc1	i	-7	26	4	1	0	0	-4	4	-1
CCN(C(=O)COC(=O)c1cc2ccccc2cc1O)C1CCS(=O)(=O)C1 (centres undefined)	i	-1	61	-2	2	0	3	0	1	-9
COC(=O)/C(=C\c1ccc2c(c1)c1ccccc1n2C)NC(=O)c1ccccc1	i	?	13	10	-2	5	-4	-2	3	8
O=Cc1ccccc1-n1cccn1	i	8	21	-3	-5	13	2	2	2	-2
CC(=O)Nc1ccc(NC(=O)C(C)OC(=O)c2ccccc2C(=O)c2ccc(Cl)c([N+](=O)[O-])c2)cc1 (centres undefined)	i	28	19	.	.	-4	-1	-6	10	15
Cc1nn(C(=O)c2nn(C)cc2[N+](=O)[O-])c(C)c1Cl	i	-1	13	5	-8	1	4	4	1	-1
CCCCCCCCC(=O)NCCOc1ccccc1	i	-7	1	-7	-4	1	2	6	-8	3
CCN(CC)S(=O)(=O)c1cccc(NC(=O)c2ccc(Sc3nncn3C)c([N+](=O)[O-])c2)c1	i	-28	23	3	-4	-7	2	2	11	-9
COC(=O)c1cccc(NC(=O)CN2CCN(Cc3ccccc3)CC2)c1	i	-70	15	7	11	-1	-1	-3	4	-62*
COc1ccccc1CC(=O)NNC(=O)CN(C)S(=O)(=O)c1ccc(Cl)cc1	i	3	3	.	.	?	2	.	-1	0
COc1cccc(C(=O)O/N=C/c2ccc(Sc3ccc(C)cc3)nc2)c1	i	-12	11	6	0	-1	-1	2	2	-3
Cc1cccnc1NC(=O)c1c(O)c2ccccc2n(C)c1=O	i	-2	2	2	-3	0	-2	4	10	2
CCSCc1nnc(SCC(=O)Nc2ccc(OC)cc2)n1C	i	-52	24	7	-2	7	1	4	.	-44

Not all compounds are listed. The share of hits here may be higher or lower than overall.
